Bioassay records deposited in PubChem BioAssay by National Center for Advancing Translational Sciences (NCATS).
GAA inh: alpha-glucosidase (human) inhibition; P10253; Potency, µM (titrated, usually from 76.9 µM), for the others: at the highest dose activity change, negative = inhibition, actives largely listed as inhibitors; actives 0.005% (n = 200,000); purified human GAA, 4-MU-alpha-glucoside fluorescence;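 further: potency means the concentration at half of the fitted maximal effect; plate controls were uninhibited enzyme wells for no effect and no-enzyme background for full effect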
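Human alpha-glucosidase, 4 nM, pre-mixed with test compounds before 400 uM 4-methylumbelliferyl substrate; 20 min room temperature at pH 5.0. Fluorescence read after pH 10 stop; AC50 values from Hill-equation fits.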
Lamin A splicing: modulators of lamin A splicing | HeLa LMNA splicing GFP/RFP minigene ratio, 48 h | Potency, µM (doses to about 46.1 µM), for the others: at the highest dose ratio change, negative = inhibition, most hits filed as inhibitors | actives 0.01% (n = 200,000) | AID 1487; active means well fitted inhibition curve with a large enough effect in the signal ratio, with a control signal flat, not every such curve was filed as active; inconclusive means small, poorly fitted or top-dose-only effect, or effect the other way, or a change in a side signal; the % refers to the signal ratio; further: potency means the concentration at half of the fitted maximal effect; on the % scale 0 is the no-effect control and ±100 the full control effect
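Read-out is the ratio of GFP to DsRed2 object intensity, acquired by 488 nm laser-scanning cytometry on HeLa lamin A-EGFP minigene reporter cells. Compound incubation 48 hrs at 37 °C in Opti-MEM with 2% FBS; DMSO 0.5% final.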
GAA spleen mod: inhibitors or activators of human alpha-glucosidase in spleen homogenate; P10253; human spleen homogenate, 4-MU-alpha-glucoside fluorescence; Potency, µM (highest dose often 79.9 µM), for the others: at the highest dose activity change, negative = inhibition, hits mostly inhibitors; actives 0.006% (n = 240,000); AID 2112;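 further: potency means the concentration at half of the fitted maximal effect; 0% = enzyme with vehicle and -100% = no enzyme basal signal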
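Enzyme source: human spleen homogenate, 1 ug/well. Buffer 50 mM citric acid/K phosphate pH 5.0, 0.01% Tween-20. 4-MU-alpha-glucoside 1 mM; 37 C x 40 min; NaOH/glycine stop; fluorescence.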
HTT cytoprotect: cytoprotection in Huntington HTT-Q103 PC12 cell model; AID 1471; actives 0.14% (n = 230,000); PC12 HTT-Q103 induced, cytoprotection, ATP luminescence, 40 h; Potency, µM (series often up to 56.4 µM), without a hit: cytoprotection (ATP increase), hits mostly activators;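 further: potency means the concentration at half of the fitted maximal effect; % of control where 0% means no effect; nearly all actives have a fitted effect of over 45% in size; toxic huntingtin expression switched on by the ecdysone agonist tebufenozide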
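ATP quantification (ATPlite) reports survival of PC12 cells in which tebufenozide, 100 nM final, switches on Htt exon 1 with 103 glutamines linked to GFP; compounds are titrated.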
GAA glycogen mod: alters human alpha-glucosidase cleavage of glycogen; recombinant GAA, glycogen substrate, Amplex Red glucose oxidase fluorescence; Potency, µM (highest dose often 76.4 µM), inactives show top-dose activity change, negative = inhibition, usual class: inhibitors; P10253; actives 0.38% (n = 300,000); AID 2100;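 further: potency means the concentration at half of the fitted maximal effect; 0% = full enzyme reaction and -100% = no-enzyme basal signal; the screen sought inhibitors and activators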
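qHTS, 1536-well; enzyme 4 nM final; cpd up to 77 uM; substrate bovine liver glycogen 30 ug; 50 mM citrate/phosphate pH 5.0, 0.01% Tween-20; 37 C, 40 min; Amplex Red detection 45 min RT; Hill fit → AC50.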
CBFb RUNX1 block: CBF-beta/RUNX1 interaction disruption; Q01196+Q13951; AlphaScreen CBFb-His/RUNX1-biotin binding, biochemical; Potency, µM (top dose mostly 59.8 µM), without a hit: at the highest dose activity, negative = inhibition, usual class: inhibitors; 230,000 tested, under 10 active; further: % of control where 0% means no effect
Target sequence (Q01196 whole entry, looked up): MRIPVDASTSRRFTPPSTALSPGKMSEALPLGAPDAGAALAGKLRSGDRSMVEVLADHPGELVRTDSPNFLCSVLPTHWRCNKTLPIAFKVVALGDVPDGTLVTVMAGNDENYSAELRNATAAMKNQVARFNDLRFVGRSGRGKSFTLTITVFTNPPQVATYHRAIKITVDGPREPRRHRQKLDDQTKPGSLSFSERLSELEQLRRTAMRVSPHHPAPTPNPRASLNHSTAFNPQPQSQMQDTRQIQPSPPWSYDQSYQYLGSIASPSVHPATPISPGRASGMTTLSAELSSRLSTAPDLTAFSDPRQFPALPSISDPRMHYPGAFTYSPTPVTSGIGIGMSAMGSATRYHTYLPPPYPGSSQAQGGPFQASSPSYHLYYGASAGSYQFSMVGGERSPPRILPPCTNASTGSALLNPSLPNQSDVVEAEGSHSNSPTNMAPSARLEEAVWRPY
Target sequence (Q13951 whole entry, looked up): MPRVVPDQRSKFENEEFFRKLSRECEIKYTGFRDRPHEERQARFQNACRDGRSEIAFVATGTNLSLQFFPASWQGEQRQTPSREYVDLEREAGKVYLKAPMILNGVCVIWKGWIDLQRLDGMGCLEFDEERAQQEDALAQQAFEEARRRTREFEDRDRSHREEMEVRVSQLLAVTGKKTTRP
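Interaction loss through any mechanism counts as activity. Pre-formed complex of His-CBF-beta and biotin-RUNX1 (30 nM apiece) is incubated with compound 15 min, then with 50 ng nickel and 50 ng streptavidin beads for 90 min before AlphaScreen detection.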
HTT aggregate: inhibitors of mutant huntingtin aggregate formation in PC12 cells | PC12 HttQ103-GFP aggregates, Acumen cytometry, 40 h | Potency, µM (top dose mostly 46.1 µM), without a hit: at the top dose activity change, negative = inhibition, usual class: inhibitors | actives 1.1% (n = 220,000); further: potency means the concentration at half of the fitted maximal effect; on the % scale 0 is the no-effect control and ±100 the full control effect; nearly all actives have a fitted effect of over 60% in size
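Aggregate formation scored by laser-scanning cytometer (488 excitation, 500–530 emission) in lysed PC12 cells expressing Q103-GFP after 100 nM tebufenozide induction; library tested in dose series, with ATPLite reagent added in the multiplex.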
Starred values were filed as active, the others as inactive; ? = inconclusive; · = not tested or not shown; & = joins results of further samples; [ ] = remark or other dose. Unless noted, the call rests on the fitted dose curve; in most records, active means well fitted curve in the direction sought with a large enough effect; inconclusive means small, poorly fitted or top-dose-only effect, or another doubt; inactive means no such curve, though single readings can be large; an effect the other way counts as inactive or inconclusive.

Fields – HTT aggregate, GAA spleen mod, GAA inh, HTT cytoprotect, CBFb RUNX1 block, Lamin A splicing, GAA glycogen mod
> COc1ccc(S(=O)(=O)n2ccc(-c3ccc4c(c3)CCC(C)(C)O4)n2)cc1
    -17%[9.22 µM], -3%, ·, -19%[10 µM], 7%, ·, -12%
> Cc1ccc(S(=O)(=O)c2cccc(S(=O)(=O)N3CCCC3)c2)cc1S(=O)(=O)N1CCCC1
    ?, -12%, -12%, -8%, 7%, ?, -3%
> CCCN1C[C@H](CSC)C[C@@H]2c3cccc4[nH]cc(c34)C[C@H]21
    18%&-15%, -2%&-10%&2%&-10%, -9%[15.4 µM], 7%, -1%, ?, 3%
> O=c1[nH]c(CN2CCN(S(=O)(=O)c3ccccc3C(F)(F)F)CC2)nc2sc3c(c12)CCCC3
    3%, -7%, 0%, -15%[10 µM], 4%, -10%, -6%
> COc1ccc(CNC(=O)c2c(-c3cc(Cl)c(OC)c(Cl)c3)noc2C)cc1
    -18%, 1%, -7%, -30%, 4%, 5%, 8%
> O=S(=O)(NCc1ccc(Cl)cc1)c1cccc2cccnc12
    31%[9.22 µM], -3%, ·, 25%[10 µM], 3%, ·, 3%
> Cc1c(O)nc(SC2CC(=O)N(c3ccccc3)C2=O)[nH]c1=O (stereo not drawn)
    -4%, 2%, 0%, 8%, -1%, 5%, 4%
> Cc1ccc(CCNC(=O)C2CC(c3ccccc3C(F)(F)F)=NO2)cc1 (stereo not drawn)
    -7%[9.22 µM], -4%, ·, 10%[10 µM], 11%, ·, 2%
> NS(=O)(=O)c1ccc(NC(=S)NCc2cccc(Cl)c2)cc1
    5%, -5%, 2%, 13%[10 µM], -6%, -13%, 11%
> CCOC(=O)C1CCN(c2c(Nc3ccc(C)c(C)c3)c(=O)c2=O)CC1
    -16%[9.22 µM], 0%, ·, 23%[10 µM], 10%, ·, -3%
> COc1ccccc1NC(=S)Nc1ccccc1F
    15%, 4%, 3%, -1%[10 µM], 14%, -1%, -4%
> Cc1nnc(SCC(=O)Nc2cc(S(=O)(=O)N3CCCC3)ccc2Cl)s1
    -13%[9.22 µM], 0%, ·, -24%[10 µM], 2%, ·, 3%
> CN1c2ccccc2C(=O)NC1c1ccc(Cl)cc1 (stereo not drawn)
    3%, -2%, -8%, -22%, -1%, ·, -11%
> CC(C)(C)OC(=O)N1CCC(C(=O)N2CCC[C@H]2C(=O)O)CC1
    1%, 5%, 3%, -3%, 2%, -4%, 9%
> COCCN1Cc2cc3cc(C)ccc3nc2SC1=Nc1ccc(OC)cc1
    10%[9.22 µM], -1%, ?, 19%[10 µM], 0%, 3%[46 µM], -20%
> Cc1ccc(-n2c(-c3ccco3)nc3nc4ccccc4nc32)cc1
    -3%, 6%, ?, ·, 0%, -2%, 0%
> CC(=O)NC1=NC(=O)/C(=C/c2cc(C)n(-c3cccc(C(=O)O)c3)c2C)S1
    17%, -18%, -4%, -14%, ?, ·, 5%
> Cc1ccc(NC(=O)COC(=O)c2cc(C)nc3ccccc23)c([N+](=O)[O-])c1
    0%, 3%, 2%, 6%[10 µM], 0%, -7%, 13%
> O=C(C1CCCN(c2ncccn2)C1)N1CCc2ccccc21 (stereo not drawn)
    -4%, 3%, 2%, -12%, 2%, ?, 5%
> O=c1c2[nH]c3ccc(F)cc3c2ncn1CCN1CCN(Cc2ccccc2)CC1
    4%, -2%, 2%, 35%[10 µM], 3%, ?, 5%
> N#Cc1c(NC(=O)CSc2ncnc3c2cnn3-c2ccccc2Cl)sc2c1CCCC2
    -22%, -5%, -4%, -37%, -5%, ?, -14%
> COc1cc(C)c(Br)cc1S(=O)(=O)NCc1ccncc1
    17%, 2%, -13%, -18%, 4%, ·, -12%
> COc1ccc(NC(=O)Cn2nnc(C(=O)NCc3ccccc3)c2N)c(OC)c1
    8%, -2%, -2%, -43%[inhibitor], 9%, ·, 11%
> Cc1scc(C(=O)Nn2cnnc2)c1-c1ccccc1
    1%, -8%, -9%, -8%, 2%, -3%, 1%
> CCCC(=O)Nc1cccc(NC(=O)c2ccc(C)c([N+](=O)[O-])c2)c1
    4%, 0%, -2%, -6%, -1%, 5%, 3%
> O=C(CN1C(=O)NC2(CCCCCCC2)C1=O)NCc1ccc2c(c1)OCO2
    -8%, -6%, 1%, 5%, -3%, -4%, 2%
> COc1ccc(-c2cn3ccccc3n2)cc1OC
    2%, 1%, -14%, -125%[inhibitor], 10%, 9%, 1%
> COc1cccc(-c2cc(C(F)(F)F)n3ncc(C(=O)N4CCc5ccccc5C4)c3n2)c1
    ·, -4%, 2%, ·, 4%, ·, -13%
> Cc1cc(NC(=O)CSc2nnc(Nc3ccccc3)s2)no1
    -4%, -15%, 6%, 3%, 5%, 3%, 1%
> C=CCn1c(SCC(=O)Nc2ccc(C(=O)OC(C)C)cc2)nnc1-c1cccs1
    15%, -3%, -3%, -8%, 5%, -8%, 0%

A draw from above in order of number of heavy atoms, ascending.
Fields – HTT aggregate, GAA spleen mod, GAA inh, HTT cytoprotect, CBFb RUNX1 block, Lamin A splicing, GAA glycogen mod
> Cc1scc(C(=O)Nn2cnnc2)c1-c1ccccc1
    1%, -8%, -9%, -8%, 2%, -3%, 1%
> COc1cc(C)c(Br)cc1S(=O)(=O)NCc1ccncc1
    17%, 2%, -13%, -18%, 4%, ·, -12%
> Cc1cc(NC(=O)CSc2nnc(Nc3ccccc3)s2)no1
    -4%, -15%, 6%, 3%, 5%, 3%, 1%
> O=C(CN1C(=O)NC2(CCCCCCC2)C1=O)NCc1ccc2c(c1)OCO2
    -8%, -6%, 1%, 5%, -3%, -4%, 2%
> C=CCn1c(SCC(=O)Nc2ccc(C(=O)OC(C)C)cc2)nnc1-c1cccs1
    15%, -3%, -3%, -8%, 5%, -8%, 0%

(next part)
Fields – HTT aggregate, GAA spleen mod, GAA inh, HTT cytoprotect, CBFb RUNX1 block, Lamin A splicing, GAA glycogen mod
> CCOC(=O)N1CCN(C(=O)COc2cccc3c2CCN(Cc2cccc(C)c2)C3=O)CC1
    -5%, 5%, -1%, 17%[10 µM], 1%, ?, -5%
> CN(C)/N=C/c1ccc(/C=N/NC(N)=S)o1
    22%, -6%, 12%, -13%, -8%, 2%[46 µM], -25%
> Cc1ccc(-c2nnn(CC(=O)N(c3ccccc3)C(C(=O)NC(C)(C)C)c3cccs3)n2)o1 (stereo not drawn)
    -3%, -7%, 11%, 15%[10 µM], 17%, -14%, -2%
> N#Cc1cn(CCOc2ccccc2F)c2ccccc12
    -19%, 0%, -3%, 2%[0.074 µM], 24%, -3%, -6%
> O=C(Nc1ccc(Cl)cc1C(=O)N1CCCC1)c1cccc([N+](=O)[O-])c1
    8%, -6%, -1%, -13%, -7%, ?, -1%
> CCCNC(=O)N1CCCC(C(N)=O)C1 (stereo not drawn)
    -2%, 6%, -1%, -1%, 3%, ?, -12%
> CCCCN(CC)CCNC(=O)CN1C(=O)COc2ccc(S(=O)(=O)N3CCCC3)cc21
    18%, 0%, 1%, 9%[10 µM], -2%, -11%, ?
> O=c1c(/C=N/O)coc2ccc(Cl)cc12
    -6%[9.22 µM], 10%, ·, 13%[10 µM], -4%, ·, 7%
> Cc1noc(C)c1CCC(=O)N1CCCC(CCC(=O)NCc2ccccc2F)C1 (stereo not drawn)
    10%[9.22 µM], 2%, ?, 17%[10 µM], 4%, ?, -16%
> CN1CCc2c(n(CC(O)CN(CCO)CCO)c3ccccc23)C1=O (stereo not drawn)
    3%[9.22 µM], 6%, 11%, -10%[10 µM], 6%, -3%[46 µM], 11%
> NC(=O)C1=C[C@H](c2ccc(C(F)(F)F)cc2)C[C@H](OCCCCO)O1
    6%[9.22 µM], -9%, ·, -3%[10 µM], 13%, ·, 12%
> O=[N+]([O-])c1cncc([N+](=O)[O-])c1Nc1ccccc1Cl
    ?, 0%, 1%, 8%[10 µM], -19%, ?, 2%
> Clc1ccc(CCNc2ncnc3nc[nH]c23)cc1
    ?, -3%, 10%, 34%[10 µM], 3%, ?, 2%
> Cc1nc2ncnn2c(C)c1CCC(=O)N1CCc2ccccc2C1
    -8%, -1%, -1%, -5%, -2%, ?, 9%
> Cc1nc(=O)c(-c2ccccc2)c(C)n1-c1ccccc1O
    4%, -5%, ?, 99%, 3%, 3%, -7%
> CC(C)C(=O)Nc1cccc(C(=O)Nc2nncs2)c1
    2%, -3%, -1%, -5%, 3%, ?, 4%
> CC(C)(C)c1ccc(COC(=O)Nc2ccc(F)cc2)cc1
    -12%, 4%, 0%, 9%[10 µM], 0%, 11%, -3%
> COc1ccc(CNC(=O)C(c2ccncc2)N(C(=O)Cc2cccs2)c2ccc(C)cc2)cc1 (stereo not drawn)
    -22%, -7%, -2%, -18%[10 µM], 2%, -4%, -8%
> CC(=O)Nc1ccc(C2(c3ccc(NC(C)=O)cc3)C(=O)Nc3ccccc32)cc1
    4%, 2%, -15%, -12%, -6%, 10%[46 µM], 7%
> CCOc1ccc(CC(=O)NNC(=S)NC)cc1
    -11%[9.22 µM], 3%, ·, 17%[10 µM], 8%, ·, -23%
> CSc1nccc(-c2nn(-c3ccc(C)cc3)ccc2=O)n1
    -10%, -4%, -3%, -53%[inhibitor], ?, -4%, -2%
> Clc1ccc(CN=C(Nc2ccccc2)NC2CCCCC2)cc1
    -25%[9.22 µM], 2%, ·, -22%[10 µM], 8%, ·, -11%
> CCOC(=O)c1c(-c2ccc(OC)c(OC)c2)csc1NC(=O)C1CCCO1 (stereo not drawn)
    ?, -7%, -14%, 22%[10 µM], 10%, ·, -11%
> Cc1c(-c2nnc(-c3ccc(C(F)(F)F)cc3)o2)cnn1-c1ccccc1
    -20%, 5%, -5%, -28%, 2%, -8%, 15%
> Cc1ccc(-n2c(CCC(=O)O)ccc2-c2cccs2)cc1C
    13%, -10%, 12%, -3%, -12%, 9%[0.0737 µM], 2%[76.3 µM]
> CC[C@@H]1O[C@]2(C=C[C@@H]1C)C[C@H]1C[C@H](CC=C(C)[C@@H](O[C@@H]3C[C@H](OC)[C@H](O[C@@H]4C[C@H](OC)[C@H](O)[C@H](C)O4)[C@H](C)O3)[C@@H](C)C=CC=C3CO[C@@H]4[C@@H](O)C(C)=C[C@@H](C(=O)O1)[C@]34O)O2
    ·, 5%[29.1 µM], ·, 0%[40.3 µM], 1%[21.7 µM], ?, ·
